Assay outcomes: PubChem, National Center for Advancing Translational Sciences (NCATS)
UDG counterscr: UDG inhibition counter-screen; FRET deamination/UDG coupled assay, UDG read, 4 h; Potency, µM (series often up to 115 µM), without a hit: at the highest dose activity change, negative = inhibition, actives largely listed as inhibitors; 91,000 tested, 0.14% active; also: nearly all actives have a fitted effect of over 65% in size
AID inh: inhibitors of human activation induced cytidine deaminase. AID 1347428. 91,000 tested, 0.32% active. Potency, µM (doses to about 115 µM), inactives show top-dose activity change, negative = inhibition, hits mostly inhibitors. AID deamination FRET fluorescence, UDG-coupled, 4 h; also: nearly all actives have a fitted effect of over 25% in size
Target sequence (Q9GZX7 whole entry, looked up): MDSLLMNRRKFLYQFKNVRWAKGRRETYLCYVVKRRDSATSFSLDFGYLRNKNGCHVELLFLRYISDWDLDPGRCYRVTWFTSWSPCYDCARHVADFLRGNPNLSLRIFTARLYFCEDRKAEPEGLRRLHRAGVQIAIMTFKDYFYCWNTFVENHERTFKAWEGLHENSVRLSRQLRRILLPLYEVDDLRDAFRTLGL
Active calls of the source: *; ? = inconclusive; & = joins results of further samples; [ ] = dose if it differs, or a comment. Calls follow the shape of the dose curve; as a rule, active = well fitted curve in the direction sought with a large enough effect; inconclusive = small, poorly fitted or top-dose-only effect, or another doubt; inactive = no such curve, though single readings can be large; an effect the other way counts as inactive or inconclusive. % is scaled to controls: 0 for no effect and ±100 for the full control effect; potency is read from the fitted curve at half-maximal effect. A portion of the library; rates above refer to the full screens.

| smiles | UDG counterscr | AID inh |
| --- | --- | --- |
| Cc1ccc(NC(=O)c2c(NC(=O)c3ccccc3Cl)sc3c2CCC3)cc1 | ? | 19% |
| Cc1nn(CC(=O)NCc2ccc(N(C)C)cc2)c(=O)c2nn(-c3ccccc3)c(C)c12 | -10% | -6% |
| CCCc1cc(=O)oc2c(C)c(OCC(=O)NCCCN3CCOCC3)ccc12 | -7% | -1% |
| CCCC(=O)NC1CC(=O)N(c2ccc3c(c2)OCCO3)C1 (stereo not drawn) | -8% | 7% |
| COC(=O)CC1c2cc(OC)c(OC)cc2CCN1C(=O)Nc1ccc(C)cc1Cl (stereo not drawn) | -1% | 34%[activator] |
| CCOC(=O)c1ccc(-c2ccc(/C=C(\C#N)C(=O)Nc3ccc(C)cc3OC)o2)cc1 | -17% | 12% |
| O=C(NCc1ccco1)C(c1ccccc1)c1ccccc1 | 8% | 2% |
| O=C(Cc1cccc(C(F)(F)F)c1)NCCc1cccnc1 | -10% | -7% |
| Cc1ccc2c(c1)[C@]1(C(=O)N2)N2CCC[C@H]2[C@@H](C(=O)c2ccccc2Cl)[C@]12C(=O)Nc1ccccc12 | 1% | 9% |
| Cc1ccc(Cl)cc1NC(=O)c1nnn(Cc2ccccc2)c1N | -15%[57.5 µM] | 5%[57.5 µM] |
| COc1ccccc1NC(=O)n1ncc2c(C)cccc21 | -2% | 6% |
| CCC(CC)NC(=O)/C=C/c1csc(C)n1 | -4% | 10% |
| Cc1ccc2c(COC(=O)c3ccc4ccccc4c3)cc(=O)oc2c1 | 11% | -7% |
| N#C/C(=C/c1ccc2c(c1)OCCO2)c1ccccn1 | -2% | -10% |
| COc1cccc(CNC(=O)CSc2nc(=O)[nH]c3c2CCCC3)c1 | -5% | -3% |
| Cc1ccc(C)c(OCC(O)Cn2nnc(-c3cccnc3)n2)c1 (stereo not drawn) | -5% | -5% |
| Cc1cc(C)cc(NC(=O)CCc2ncc(-c3ccc(F)cc3F)o2)c1 | -2% | -4% |
| Cc1ccc(NC(=O)c2cc3c(s2)CCCCC3)c(C)c1 | 2% | 8% |
| COC(=O)CCCc1c(-c2ccccn2)[nH]c2ccccc12 | -4% | 1% |
| CCCC(=O)N1CCN(CCNc2cc(=O)oc3ccccc23)CC1 | -9% | -2% |
| O=C(Oc1ccc(OCc2ccccc2)cc1)c1cnc2ccccc2n1 | 8% | 2% |
| Cc1ccc(OCCCCn2cnc3ccccc32)cc1 | -10%[57.5 µM] | -22% |
| CC(=O)Nc1ccc(S(=O)(=O)N2CCN(c3ccccc3)CC2)cc1 | 10% | 8% |
| CC12C(=O)OC(=O)C1(C)C1CCC2O1 (stereo not drawn) | -6% | -1% |
| O=C(NCc1ccc(Cl)cc1)C(=O)c1cn(CC(=O)N2CCOCC2)c2ccccc12 | -4% | -13% |
| FC(F)(F)c1cccc(-c2noc(-c3ccc(Br)cc3)n2)c1 | -17% | -19% |
| CCc1sc(C(=O)OCc2ccccc2C#N)cc1C | 6% | -8% |
| CC(C)CCNC(=O)CCCN1C(=O)C(c2ccccc2)Oc2cccnc21 (stereo not drawn) | -1% | 0% |
| Cc1cc(C)cc(NC(=O)CSc2oc(-c3cccs3)nc2S(=O)(=O)c2ccc(Br)cc2)c1 | -8% | 26% |
| Cc1ccc(-n2nc(C(=O)Nc3ccc(Cl)cn3)c3c4ccccc4n(C)c3c2=O)cc1 | 0% | 7% |
| O=C(O)CN1C2=C(C(=O)CCC2)C(c2ccc(Cl)cc2)C2=C1CCCC2=O | -5% | 9% |
| CC1(CCc2ccccc2)NC(=O)N(NC(=O)CCc2c[nH]c3ccccc23)C1=O (stereo not drawn) | 2% | 10% |
| CCCNC(=O)CCc1c(C)nc2nc(CNC(=O)c3ccccc3)nn2c1C | -7%[57.5 µM] | 1% |
| CCOC(=O)CCn1nc(C)c2c(C)n(-c3ccccc3)nc2c1=O | -27% | ? |
| CCCCCSc1nnc2c(n1)OC(CC)Nc1ccc(Br)cc1-2 (stereo not drawn) | -9% | ? |
| COc1ccc(OC)c(NC(=O)Cn2c(=O)n(-c3cccc(C)c3)c(=O)c3c2c2cc(C)ccc2n3C)c1 | ? | 25% |
| Cc1cc(C)cc(-n2ccn(CC(=O)NCCc3ccccc3)c(=O)c2=O)c1 | 8% | 1%&8% |
| CCOc1ccccc1NC(=O)C1CCN(S(=O)(=O)c2cccc3nonc23)CC1 | 16% | 12% |
| CCSc1nc2c(c(=O)[nH]c(=O)n2C)n1Cc1ccccc1Cl | 5% | -10% |
| Brc1ccc(CNCCCn2ccnc2)cc1 | -2% | -3% |
| Cc1ccc(S(=O)(=O)c2nc(-c3ccco3)oc2SCc2ccc(F)cc2)cc1 | -7% | -6% |
| COC(=O)C(CCSC)NC(=O)Cn1ncc2c([nH]c3ccccc32)c1=O (stereo not drawn) | -4%[57.5 µM] | 2% |
| CCc1cccc2c(C(=O)O)cc(-c3cc(C)ccc3C)nc12 | -7% | -14% |
| Cc1cc(Cl)ccc1OC(C)C(=O)Oc1ccc(-c2ccc(C#N)cc2)cc1 (stereo not drawn) | -11% | -7% |
| CN1CCN(C2(CNC(=O)c3ccc(C(C)(C)C)cc3)CCCCC2)CC1 | -15% | -16% |
| O=S(=O)(Cc1ccc(F)cc1Cl)CC(O)c1ccccc1 (stereo not drawn) | 0% | 0% |
| CCC(C(=O)NCCc1cc(OC)ccc1OC)n1nc(C)c2sc3ccccc3c2c1=O (stereo not drawn) | 0% | ? |
| Cc1ccc(-n2c3nc(=O)[nH]c(=O)c-3cc3c(Cl)cccc32)cc1 | 1% | -16% |
| CCOC(=O)c1c(NC(C)=O)c2c3c(sc2n1Cc1cccc(Cl)c1)CCCC3 | -5% | 20% |
| Cc1cccc(C(=O)NCC(c2ccc3c(c2)OCO3)N2CCN(c3ccccc3F)CC2)c1 (stereo not drawn) | -8% | ? |

Looked up above:
AID inh with `Cc1cc(Cl)ccc1OC(C)C(=O)Oc1ccc(-c2ccc(C#N)cc2)cc1` (stereo not drawn) stands at -7%
AID inh with `CCc1cccc2c(C(=O)O)cc(-c3cc(C)ccc3C)nc12` stands at -14%
UDG counterscr with `COC(=O)C(CCSC)NC(=O)Cn1ncc2c([nH]c3ccccc32)c1=O` (stereo not drawn) stands at -4%[57.5 µM]
AID inh with `O=S(=O)(Cc1ccc(F)cc1Cl)CC(O)c1ccccc1` (stereo not drawn) stands at 0%

New compounds follow
| smiles | UDG counterscr | AID inh |
| --- | --- | --- |
| O=C(O)CNS(=O)(=O)c1ccccc1C(F)(F)F | -4% | -1% |
| COc1ccccc1N(CC(=O)NCCSCc1ccccc1Cl)S(C)(=O)=O | 5% | -4% |
| CCc1ccc(Sc2cc(C(=O)NCCCOC(C)C)c3ccccc3n2)cc1 | -10% | -2% |
| CCOc1ccc(NC(=O)CCc2c(C)c3ccc(C)cc3oc2=O)cc1 | 1% | 8% |
| COC(=O)c1ccc(NC(=O)CC2Nc3cc(C)c(C)cc3NC2=O)cc1 (stereo not drawn) | 5% | 61%[activator] |
| O=C(CCc1ccccc1Br)NC1CCN(C2CC2)C1 (stereo not drawn) | -1% | -2% |
| CC(C)c1ccccc1NC(=O)C=C1CCCCC1 | 2% | 0% |
| CCOC(=O)c1cc(OC(=O)c2cc(OC)cc(OC)c2)n(-c2ccccc2)n1 | -9% | -22% |
| Cc1cccc(C(=O)NC2(C(F)(F)F)N=C(c3ccccc3)N(C3CCCCC3)C2=O)c1 (stereo not drawn) | -1% | 28% |
| Cc1ccc(Cl)cc1N1CCN(C(=O)CN2C(=O)COc3ccc(S(=O)(=O)N4CCC(C)CC4)cc32)CC1 | 6% | 1% |
| Cc1ccc(S(=O)(=O)NC(=O)NN2CCCCCC2)cc1 | 2% | 5% |
| COc1ccc(Br)cc1CNC(=O)c1nn(-c2ccc(C)cc2)c(=O)c2c1c1ccccc1n2C | 41%[activator] | 0% |
| CCOC(=O)c1c(C)[nH]c(CCC(=O)Nc2c(Cl)cc(OC)cc2OC)c1C | 2%[57.5 µM] | 3% |
| CCc1ccc(C2c3c(-c4ccccc4O)n[nH]c3C(=O)N2Cc2ccncc2)cc1 (stereo not drawn) | 2% | -5% |
| CCC(=O)Nc1sc2c(c1C#N)CCC(CC)C2 (stereo not drawn) | 4% | 16% |
| Cc1ccc(NC(=O)CCN2C(=O)c3ccccc3Sc3ncccc32)cc1 | -4% | 6% |
| CCOc1ccc(S(=O)(=O)c2c[nH]c3ccccc3c2=O)cc1 | 27% | 24% |
| COc1cccc(-c2nc(S(=O)(=O)c3ccccc3)c(NCc3ccccc3)o2)c1 | 0% | ? |
| CN(Cc1cccs1)C(=O)c1cccc(C#N)c1 | -1% | 5% |
| COc1ccc(S(=O)(=O)N(CC(=O)Nc2cc(C)ccc2OC)Cc2ccccc2)cc1 | -22% | -9% |
| COc1ccccc1NC(=O)Cn1cc(C(=O)c2ccncc2)c(=O)c2cc(C)ccc21 | -6% | 30% |
| COc1cccc(C(=O)Nc2ccc(C(=O)OCc3cc(=O)n4cc(C)sc4n3)cc2)c1 | -6% | -10% |
| Cc1ccc(NC(=O)c2cc3c(s2)CCC3)cc1C | -16% | -9% |
| O=C1C(=C2SCCS2)CCc2ccccc21 | -21% | 50%[activator] |
| Brc1ccc(-c2csc(-c3nc(-c4ccc(Br)s4)cs3)n2)cc1 | -2% | -1% |
| CCOC(=O)c1ccc(N2CCN(CC)CC2)c(NC(=O)COc2ccc(CC)cc2)c1 | -4% | 3% |
| CCOCCCn1c(=N)c(S(=O)(=O)c2ccc(Cl)cc2)cc2c(=O)n3cccc(C)c3nc21 | -5% | -13% |
| COc1ccc(OC)c(-n2nnc3c(sc4nc(C)c(Br)c(C)c43)c2=O)c1 | 5% | 37%[activator] |
| O=C(Cn1c(=O)n(CCCS(=O)(=O)C2CCCCC2)c(=O)c2ccccc21)Nc1ccccc1C(F)(F)F | -11% | 17% |
| COc1ccc(-n2c(SC)nc3sc4c(c3c2=O)CCN(C(C)=O)C4)cc1 | ? | 46%[activator] |
| CCC1Oc2ccc(Cl)cc2N(CC(=O)NCCc2ccc(Cl)cc2)C1=O (stereo not drawn) | -5% | -1% |
| Cc1cc(F)ccc1NC(=O)CS(=O)(=O)c1cccc2nsnc12 | 15% | 0% |
| O=C(N1CCN(C/C=C/c2ccccc2)CC1)C(F)(F)C(F)(F)C(F)(F)C(F)(F)F | 6% | 10% |
| O=C(CSc1nnc2ccccn12)c1ccc(Cl)cc1Cl | 7% | 13% |
| CC(NC(=O)c1ccc(C(C)(C)C)cc1)C(=O)NC(Cc1ccc(O)cc1)C(=O)O (stereo not drawn) | 1% | 0% |
| CCOc1ccc(N(CC)C(=O)c2cc3c(=O)oc4ccccc4c3s2)cc1 | -8% | -5% |
| COc1ccc2cc(/C=C3\SC(=O)NC3=O)ccc2c1 | 3% | -2% |
| O=C(NC1CCCCC1)c1cccc2ccccc12 | 9% | -2% |
| O=C(Nc1ccc(Cl)cc1)c1cc2c(Cl)nc3ccccc3c2s1 | -2% | 19% |
| CCOC(=O)c1ccc(CN(Cc2ccc(Cl)cc2Cl)S(=O)(=O)c2ccc(F)c(C)c2)cc1 | -14% | -3% |
| CC(C)CC(=O)Nc1ccc(C(=O)OCc2cc(=O)n3nc(C4CCCCC4)sc3n2)cc1 | -4% | 4% |
| N#Cc1ccc(-c2ccc(OC(=O)CCC(=O)c3cccs3)cc2)cc1 | -7% | -5% |
| O=C(CC1N=C2c3ccccc3N=C(SCC(=O)Nc3ccc(F)cc3)N2C1=O)NCc1ccco1 (stereo not drawn) | 12% | 5% |
| O=C(Nc1ccc(Cl)cc1)c1ccc2c(c1)CCC2 | 5% | 1% |
| FC(F)Oc1cccc(-c2ccnc(=S)[nH]2)c1 | -1% | 6% |
| O=C(Nc1ccc2nc(SCC(=O)N3CCOCC3)sc2c1)c1ccccc1Cl | -1%[57.5 µM] | -8% |
| CCCCN(C(=S)Nc1cccc(Cl)c1)C1CCN(C(C)=O)CC1 | 3% | -4% |
| CN(Cc1cccs1)C(=O)CC1CC2CCC1C2 (stereo not drawn) | -10% | -16% |
| CCN1CCN(c2ncc3c(n2)CC(c2ccccc2O)CC3=O)CC1 (stereo not drawn) | -6% | 7% |
| FC(F)(F)c1cc(Cl)c2nnc(SCc3cccc(Br)c3)n2c1 | -11% | -11% |

Brought forward from above: two compounds, then new ones.
| smiles | UDG counterscr | AID inh |
| --- | --- | --- |
| CCN1CCN(c2ncc3c(n2)CC(c2ccccc2O)CC3=O)CC1 (stereo not drawn) | -6% | 7% |
| FC(F)(F)c1cc(Cl)c2nnc(SCc3cccc(Br)c3)n2c1 | -11% | -11% |
| COc1ccc(OC)c(C(C)NC(=O)CSC(C)(C)C)c1 (stereo not drawn) | 12% | -1% |
| CCOc1ccc(CCNC(=O)c2ccc(Cn3c(=O)c4cccn4c4cccnc43)cc2)cc1 | -1% | ? |
| COc1ccc(CNC(=O)CN2CCSc3ccccc32)c(OC)c1 | -8% | -9% |
| COc1ccccc1NC(=O)CN(C)S(=O)(=O)c1ccc2c(c1)c(=O)n(C)c(=O)n2C | -3% | 0% |
| Cc1cc(=O)oc2cc(OC(C)C(=O)NC3CC(C)(C)NC(C)(C)C3)ccc12 (stereo not drawn) | 4% | -2% |
| Cc1ccc(OCC(=O)N(Cc2ccc(N(C)C)cc2)CC2CCCO2)cc1C (stereo not drawn) | 2% | -16% |
| O=C(c1cc2c(s1)CCCCC2)N1CCN(c2nccs2)CC1 | 2% | -15% |
| CSCc1ccc(C(=O)NCc2ccco2)cc1 | -6% | -1% |
| COc1ccc(NC(=O)C2=C(C)Nc3ncnn3C2c2ccccn2)cc1 (stereo not drawn) | -13% | 21% |
| Cc1ccc2[nH]c(C)c(CCN(Cc3ccncc3)C(=S)NC(C)(C)C)c2c1 | 0% | -5% |
| O=[N+]([O-])c1ccc(N/N=C/c2ccccc2Br)cc1 | -9% | -8% |
| C=CCOc1ccc(C(=O)Nc2ccccc2C(C)C)cc1 | 1% | 7% |
